Assay outcomes (PubChem BioAssay)
CDK5 inh: inhibitors of human CDK5/p35 kinase. inhibition, % at 10 µM. Recombinant CDK5/p35, ADP-Glo luminescence, 60 min. AID 488839. Q00535+Q15078. 330,000 tested, 0.01% active;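 active = highest replicate inhibition of at least 50% and at least 75% of replicates reaching 50%; inconclusive = only one of the two criteria met; inactive = both criteria failed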;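 also: plate controls were DMSO neutral control for no effect and GW8510 at 10 µM for full effect; many of its hits are not listed in these tables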
Target sequence (Q00535 whole entry, looked up): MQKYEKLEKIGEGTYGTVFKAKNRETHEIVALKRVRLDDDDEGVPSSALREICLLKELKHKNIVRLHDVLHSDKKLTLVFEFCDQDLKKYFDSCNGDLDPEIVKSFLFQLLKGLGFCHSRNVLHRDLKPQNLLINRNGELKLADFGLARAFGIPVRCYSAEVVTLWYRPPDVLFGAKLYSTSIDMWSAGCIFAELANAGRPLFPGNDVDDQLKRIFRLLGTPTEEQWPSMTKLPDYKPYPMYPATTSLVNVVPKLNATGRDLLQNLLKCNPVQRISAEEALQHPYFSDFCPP
Target sequence (Q15078 whole entry, looked up): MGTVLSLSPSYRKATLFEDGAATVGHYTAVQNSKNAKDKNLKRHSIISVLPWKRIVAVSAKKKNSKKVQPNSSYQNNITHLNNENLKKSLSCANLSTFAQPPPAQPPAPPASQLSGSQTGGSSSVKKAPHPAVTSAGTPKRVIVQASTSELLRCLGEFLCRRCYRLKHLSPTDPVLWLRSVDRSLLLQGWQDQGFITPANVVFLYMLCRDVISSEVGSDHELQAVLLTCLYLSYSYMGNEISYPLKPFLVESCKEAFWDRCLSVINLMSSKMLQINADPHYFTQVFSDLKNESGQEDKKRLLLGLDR
NSD2 HMT inh: inhibitors of human histone methyltransferase NSD2; O96028; NSD2 peptide methylation, AlphaScreen, 120 min; inhibition, % at 12.5 µM; 310,000 tested, 0.54% active; AID 743445; in the data active = inhibition above about 50%
dFosB act: activators of mouse delta FosB homodimer; purified delta FosB, TAMRA-CDK5 oligo fluorescence polarization; percent of positive-control signal above neutral wells; activation, % at 25 µM; 340,000 tested, 0.99% active; AID 493131;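 active = mean activation above about 17%, with every replicate also reaching it, limit read from the data, passing the limit was not always enough; inconclusive = only one of the two conditions met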;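 also: fluorescence polarization rise as delta FosB binds a TAMRA Cdk5 AP-1 oligo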
SUMO Mot1 rescue: SUMOylation pathway inhibition by Mot1-301 growth rescue | AID 2716 | 320,000 tested, 1% active | S. cerevisiae Mot1-301 growth rescue, ATP luminescence, 38.5C; percent above DMSO median, 100 means doubled | growth rescue, % at 18.8 µM;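 active = every valid replicate shows activation above 250% relative to neutral control wells; inactive = the rest, any valid replicate at or below 250%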;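 also: OY570 slx delta 5 strain wells were the positive control but not used for scaling; some compounds called inactive have numbers as strong as hits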
PKA-R1A activ: activates the PKA-R1A holoenzyme complex; P00514+P68181; PKA-R1A dissociation, Cy5-IP20 fluorescence polarization; scaled: DMSO 0%, 113 µM cGMP 100%; activation, % at 11.4 µM; 340,000 tested, 0.083% active; AID 504707;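 active = percent activation above the mean of all tested compounds plus 3 SD, cut at about 19% in these data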;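 also: higher means more PKAc released from R1A so a rise in polarization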
DSG3 Ab inh: human desmoglein-3 autoantibody binding inhibition. P32926. DSG3-coupled beads, scFv-anti-DSG3-GFP binding, flow cytometry; stronger effect = lower value. binding (percent of control), % at 10 µM. 310,000 tested, 0.48% active. AID 588358;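 active = binding more than 3 SD below its plate's average and above zero; inconclusive = below that plate limit but binding exactly zero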;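 also: hits lower antibody fragment binding to DSG3; some compounds called inactive have numbers as strong as hits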
Arrestin-AP2 inh: human beta-arrestin and AP2 interaction inhibition. inhibition, % at 10 µM. FITC-arrestin peptide / GST-AP2 beads, flow cytometry; AP2 beta2 appendage carries R879A mutation. AID 504490. 340,000 tested, 0.31% active;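 active = inhibition above a set limit, near 3 SD of compounds lacking own fluorescence, cut at about 54% in these data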;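 also: plate controls were DMSO wells for no effect and 5 µM unlabelled arrestin peptide for full effect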
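Assay system: GST-AP2 R879A bound to glutathione beads, E. coli-expressed; Medium: PBS with 0.05% Tween 20 and 0.1% BSA; Also added: fluorescein-tagged arrestin peptide at 50 nM final; Timing: 12 min plus 1 h, RT; Measured by: flow cytometry, FL1 (488/535 nm); Evaluation: percent drop in bead-associated FITC signal.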
MITF act: increases MITF-driven TRPM1 promoter luciferase signal; SK-MEL-5 TRPM1-promoter luciferase, 24 h; % of positive control, neutral wells = 0; activation, % at 12.5 µM; 300,000 tested, 0.75% active; AID 588334;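 active = mean activation of at least 80% with every replicate also reaching 80%; inconclusive = mean reaches 80% but some replicate falls short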;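 also: 0% = neutral control wells and 100% = parthenolide positive control wells; values of inactives mirror those of a sister screen read the other way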
SR-BI DiI-HDL act: activators of SR-BI mediated HDL lipid uptake | activation, % at 12.5 µM | CHO ldlA[mSR-BI] cells, DiI-HDL uptake fluorescence, 3 h; 100 = double the neutral-control signal | 320,000 tested, 0.096% active | AID 504775;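 active = mean replicate activation of at least 60% and every replicate at or above 60%; inconclusive = mean or all-replicate condition met, but not both; inactive = mean below 60% and not all replicates reaching 60%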;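 also: 0% = median plate neutral-control signal and 100% = twice that signal; values of inactives mirror those of a sister screen read the other way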
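Test system: SR-BI-overexpressing, LDLR-lacking CHO cells. Measured by: DiI fluorescence, bottom read. Medium: Ham's F12 with 0.5% BSA, HEPES 25 mM, pH 7.4. Timing: 3 h uptake period with compound, 37 °C.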
SR-BI DiI inh: mouse SR-BI HDL lipid transfer inhibition; Q61009; ldlA[mSR-BI] CHO cells, DiI-HDL uptake fluorescence, 3 h; inhibition, % at 12.5 µM; 320,000 tested, 0.96% active; AID 488896;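 active = mean replicate inhibition of at least 70% and a set share of replicates each scoring 70 or more; inconclusive = meets just one of the two criteria; inactive = fails both criteria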;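 also: 0% = median of neutral control wells and 100% = median of positive control wells; values of inactives mirror those of a sister screen read the other way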
PKA-R2B activ: PKA-R2B complex activation. 340,000 tested, 0.079% active. activation, % at 11.4 µM. PKA-R2B holoenzyme dissociation, Cy5-IP20 fluorescence polarization; R2B truncated from residue 108, S112A mutant; 0% DMSO only, 100% 113 µM cGMP. P22694+P31323;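 active = activation above a cutoff set at the mean over all compounds plus 3 SD, cut at about 18% in these data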;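 also: higher means more holoenzyme dissociation and a rise in polarization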
Target sequence (P31323 whole entry, looked up, other chains not shown, the tested form may be a part): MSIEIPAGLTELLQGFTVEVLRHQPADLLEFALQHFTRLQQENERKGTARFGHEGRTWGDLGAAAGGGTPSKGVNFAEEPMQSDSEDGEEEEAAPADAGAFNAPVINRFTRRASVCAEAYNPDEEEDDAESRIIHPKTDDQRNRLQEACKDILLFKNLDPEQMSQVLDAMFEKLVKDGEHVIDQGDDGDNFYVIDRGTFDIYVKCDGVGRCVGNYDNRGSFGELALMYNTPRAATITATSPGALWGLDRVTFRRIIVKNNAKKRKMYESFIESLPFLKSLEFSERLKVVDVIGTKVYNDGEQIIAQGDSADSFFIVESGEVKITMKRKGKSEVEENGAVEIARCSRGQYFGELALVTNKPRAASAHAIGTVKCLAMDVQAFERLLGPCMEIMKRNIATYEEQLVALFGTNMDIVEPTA
* marks the source's active call; other numbers are inactive results; ? = inconclusive; nt = not tested or not shown.

PKA-R1A activ,MITF act,DSG3 Ab inh,Arrestin-AP2 inh,NSD2 HMT inh,SR-BI DiI inh,SUMO Mot1 rescue,SR-BI DiI-HDL act,PKA-R2B activ,dFosB act,CDK5 inh,canonical_smiles
-1,4,108,1,-1,-35,7,35,-8,2,0.7,O=C(COC(=O)/C=C/c1ccccc1)Nc1cccnc1Cl
3,1,99,1,-2,-8,13,8,-6,4,-1.6,COC(=O)C1C(O)=C(C(C)=N)C(=O)CC1(C)C (stereo not drawn)
4,-16,nt,17,1,-24,-16,24,17,-8,0.6,CC(C)c1ccc(N(C(=O)c2ccc3c(c2)OCO3)C2C=CS(=O)(=O)C2)cc1 (stereo not drawn)
-2,nt,115,4,21,16,1,-16,-3,2,0.6,Cc1ccc(NC(=O)C2Oc3ccccc3OC2C)cc1 (stereo not drawn)
4,2,92,6,0,-42,479,42,1,4,0.9,CSCCC(NC(=O)OCc1ccccc1)C(=O)O (stereo not drawn)
2,2,nt,38,-3,-10,5,10,7,-6,0.5,COC(OC)c1nc(SCC(=O)Nc2cccc(Cl)c2)ncc1C(=O)O
4,-9,98,2,-1,-18,16,18,-8,4,0.7,CCCCN(C)Cc1c(C)[nH]c2c(Cl)cccc2c1=O
-3,?,96,-10,0,28,-29,-28,-2,1,0.2,CCN(CC)c1ccc(C(=O)NNC(=O)c2cccn2C)cc1
13,-18,101,49,-3,-4,-7,4,-2,-3,0.7,O=C(OCCOc1cccc(Cl)c1)c1cc(S(=O)(=O)N2CCCCC2)ccc1N1CCOCC1
2,-7,102,-10,nt,9,-28,-9,-7,6,0.3,O=C1COc2ccc(S(=O)(=O)N3CCCCCC3)cc2N1
-3,nt,125,13,10,-1,22,1,-3,-6,2.9,O=C(NC1CCCC1)c1cc(=O)[nH]c2ccccc12
-8,-4,90,-12,-2,0,-3,0,-6,-3,0.1,Cc1nc(N2CCOCC2)nc(OCCN2CCOCC2)c1[N+](=O)[O-]
-5,1,104,-10,0,-4,-15,4,-13,-4,-0.7,Cc1ccc(CC(=O)Nc2ccc(F)c([N+](=O)[O-])c2)cc1C
-1,-23,99,6,10,-8,-4,8,4,1,4.1,COc1ccc(/C=C2\C(=O)ON=C2c2ccccc2)cc1
-9,-9,108,-11,-1,40,1,-40,-2,-1,0.2,CSc1ccccc1C(=O)N1CCCC(CCC(=O)NCc2ccc(F)c(F)c2)C1 (stereo not drawn)
15,4,78,9,nt,-4,-1,4,-1,-6,0.9,C=C(C)C(=O)N1CC2(CC(c3cccc(NC(=O)/C=C\C=C/C)c3)=NO2)C[C@H]1C(N)=O (stereo partly drawn)
-10,-4,101,4,nt,-4,249,4,-11,6,-0.9,CC(C)[C@H](NC(=O)N1CC(=O)Nc2ccccc21)C(=O)N[C@H](Cc1c[nH]c2ccccc12)C(=O)O
-4,-7,93,20,-2,32,-4,-32,-5,4,0.6,Cc1nc(C)c(NC(=O)N2CCc3ccccc32)cc1NC(=O)N1CCc2ccccc21
-14,11,104,9,-5,-4,400,4,-3,-1,-4.6,CC1=C(C)CC(C(=O)NCc2cccc(Cl)c2)C(C(=O)O)C1 (stereo not drawn)
5,-3,113,-8,10,25,-4,-25,4,-11,-0.6,CCOc1ccc(C(=O)CC(=O)C(=O)NCCc2ccc(OC)c(OC)c2)cc1
6,23,99,-1,4,-25,15,25,-1,-11,-0.2,CN1CCN(c2nc(-c3ccccc3)nc3c2oc2ccccc23)CC1
-5,8,104,12,3,-12,-9,12,-5,-3,-2.0,O=C(COc1ccccc1[N+](=O)[O-])N1CCN(c2ccccn2)CC1
-5,8,104,1,-1,30,-3,-30,0,-8,-0.4,CNc1oc(Cc2cccc3ccccc23)nc1C#N
1,-15,103,-2,17,-14,-1,14,1,-9,-1.9,CCNC(=O)/C(C#N)=C/c1c(N2CCOCC2)nc2ccccn2c1=O
-8,1,91,-5,-1,-9,nt,9,-7,-8,0.5,Cc1ccc(N2C(=O)c3ccccc3C2(O)c2ccccc2)cc1 (stereo not drawn)
-11,0,112,4,-3,-15,185,15,-5,-2,-1.6,CC1(C)C(Cl)C(=O)C(C(=O)c2ccccc2)C(=O)C1Cl (stereo not drawn)
-7,-3,92,-3,-8,-21,-12,21,-14,-2,0.3,Cc1cccc([N+](=O)[O-])c1NC(=O)COC(=O)C1CC2CCCC(C1)C2=O (stereo not drawn)
0,-6,101,14,37,-9,nt,9,-4,-10,-1.8,CCCCN1C(=O)C(=O)N(CC(=O)Nc2cc(Cl)ccc2OC)C1=O
-10,-7,nt,30,3,31,-8,-31,-8,-10,0.0,CCOc1ccc(NC(=O)C2CC(=O)N(CCc3ccc(OC)c(OC)c3)C2)cc1OCC (stereo not drawn)
-7,9,102,0,-1,19,-2,-19,-3,-4,-1.4,CC1CN(C2CC(C)(C)NC(C)(C)C2)CCC1=O (stereo not drawn)

One compound at a time, from the list above. Order of screens: PKA-R1A activ, MITF act, DSG3 Ab inh, Arrestin-AP2 inh, NSD2 HMT inh, SR-BI DiI inh, SUMO Mot1 rescue, SR-BI DiI-HDL act, PKA-R2B activ, dFosB act, CDK5 inh
COc1ccc(/C=C2\C(=O)ON=C2c2ccccc2)cc1 as listed: -1, -23, 99, 6, 10, -8, -4, 8, 4, 1, 4.1
CCCCN1C(=O)C(=O)N(CC(=O)Nc2cc(Cl)ccc2OC)C1=O as listed: 0, -6, 101, 14, 37, -9, nt, 9, -4, -10, -1.8
O=C(OCCOc1cccc(Cl)c1)c1cc(S(=O)(=O)N2CCCCC2)ccc1N1CCOCC1 as listed: 13, -18, 101, 49, -3, -4, -7, 4, -2, -3, 0.7
CC1=C(C)CC(C(=O)NCc2cccc(Cl)c2)C(C(=O)O)C1 (stereo not drawn) as listed: -14, 11, 104, 9, -5, -4, 400, 4, -3, -1, -4.6
O=C(NC1CCCC1)c1cc(=O)[nH]c2ccccc12 as listed: -3, nt, 125, 13, 10, -1, 22, 1, -3, -6, 2.9

Later entries:
PKA-R1A activ,MITF act,DSG3 Ab inh,Arrestin-AP2 inh,NSD2 HMT inh,SR-BI DiI inh,SUMO Mot1 rescue,SR-BI DiI-HDL act,PKA-R2B activ,dFosB act,CDK5 inh,canonical_smiles
-3,4,103,-2,-2,-6,15,6,7,-14,-0.5,COc1ccc(C(=O)Nc2ccc(OCC(=O)N3CCOCC3)cc2)c(OC)c1OC
-2,3,nt,30,9,40,15,-40,-1,-15,-1.3,CCN(CC)c1cccc(OCC(=O)N2c3ccccc3CC2C)c1 (stereo not drawn)
8,5,103,-9,0,15,2,-15,-3,-2,-0.3,COc1cccc(C(=O)NCC(=O)OCC(=O)c2ccccc2)c1
2,-7,100,4,-3,nt,-8,nt,7,1,-0.8,COc1cc(NC(=O)CCCOc2ccc(Cl)cc2Cl)c(C(=O)O)cc1OC
-13,-2,92,-4,nt,-2,nt,2,-10,-4,-0.5,C=CCOC(=O)N1CCC2CC1c1cc(-c3cccc(C)c3)ccc12 (stereo not drawn)
0,nt,102,5,nt,28,-19,-28,-7,-6,-0.2,COc1cccc(-c2nc(CS(=O)(=O)CC(=O)NC3CCCc4ccccc43)c(C)o2)c1 (stereo not drawn)
-5,13,98,11,-1,11,nt,-11,6,2,-0.2,Cc1ccc(SCC(=O)Nc2ccc(-c3nnc(-c4ccco4)o3)cc2)cc1
0,11,91,1,-3,9,-23,-9,9,-5,0.1,Cc1nc2ccc(NC(=O)c3ccc(=O)[nH]c3)cc2s1
5,35,91,-2,-1,6,-14,-6,-4,-3,0.4,O=c1[nH]c2ccccc2nc1/C=C(\O)c1cccs1
-9,-9,100,39,1,-1,6,1,7,4,-0.4,CC(C)(C)C(=O)COc1ccccc1[N+](=O)[O-]
-5,2,102,2,-4,7,73,nt,-4,2,0.3,C/C(CC(=O)Nc1cccc(F)c1)=N\NC(=O)c1ccncc1
5,0,99,8,3,50,-9,-50,2,25*,1.7,Cc1csc(NC(=O)CSc2nsc(SCC(=O)Nc3nc(C)cs3)c2C#N)n1
1,4,nt,-9,-1,-12,0,12,-15,-10,3.1,COc1cccc(CC(=O)NCCCSc2ccccc2)c1
-5,-12,112,12,10,-7,6,7,-7,-12,-0.6,COc1ccccc1OCCn1c(SCC(=O)O)nc2ccccc21
-14,11,104,-6,nt,-7,-21,7,-9,0,-0.8,Cc1ccc(CCN2C(Nc3ccccc3)=NC[C@@H]2C)cc1
0,8,107,-5,0,-13,34,13,2,-8,-0.4,Cc1ccc(C2C(C(=O)c3ccco3)=C(O)C(=O)N2c2nnc(C)s2)cc1 (stereo not drawn)
-6,nt,104,21,-4,nt,10,nt,-10,2,-1.9,CC(=O)c1ccc(NC(=O)C(C)Sc2n[nH]c(-c3cccnc3)n2)cc1 (stereo not drawn)
5,nt,172,13,-4,-27,131,27,-8,-2,-2.6,O=C(COc1ccc(Cl)cc1Cl)Nc1ccccc1F
0,nt,99,0,0,-25,-9,25,8,-9,-2.1,CC(=O)N1CCc2cc(S(=O)(=O)NC(CC(C)C)C(=O)N3CCc4ccccc4C3)ccc21 (stereo not drawn)

Three of the entries above in order of their number in MITF act, high to low:
PKA-R1A activ,MITF act,DSG3 Ab inh,Arrestin-AP2 inh,NSD2 HMT inh,SR-BI DiI inh,SUMO Mot1 rescue,SR-BI DiI-HDL act,PKA-R2B activ,dFosB act,CDK5 inh,canonical_smiles
8,5,103,-9,0,15,2,-15,-3,-2,-0.3,COc1cccc(C(=O)NCC(=O)OCC(=O)c2ccccc2)c1
-3,4,103,-2,-2,-6,15,6,7,-14,-0.5,COc1ccc(C(=O)Nc2ccc(OCC(=O)N3CCOCC3)cc2)c(OC)c1OC
-13,-2,92,-4,nt,-2,nt,2,-10,-4,-0.5,C=CCOC(=O)N1CCC2CC1c1cc(-c3cccc(C)c3)ccc12 (stereo not drawn)

Compounds were not picked by outcome, and some 4.7% of all compounds hit somewhere here.
